High-throughput results: PubChem, several laboratories
Smad3 FoxH1 inh – Smad3 (human) transcription factor binding inhibition; P84022; TR-FRET Smad3/Dy647-FoxH1 peptide binding, europium anti-His; inhibition, % at 25 µM; 88,000 tested, 0.29% active; AID 630;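 active = compounds that reduce the energy-transfer binding signal between the protein and its labelled peptide by more than half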;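 note: 0% = Smad3 plus labelled peptide maximal FRET and 100% = peptide-only background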
Target sequence (P84022 whole entry, looked up): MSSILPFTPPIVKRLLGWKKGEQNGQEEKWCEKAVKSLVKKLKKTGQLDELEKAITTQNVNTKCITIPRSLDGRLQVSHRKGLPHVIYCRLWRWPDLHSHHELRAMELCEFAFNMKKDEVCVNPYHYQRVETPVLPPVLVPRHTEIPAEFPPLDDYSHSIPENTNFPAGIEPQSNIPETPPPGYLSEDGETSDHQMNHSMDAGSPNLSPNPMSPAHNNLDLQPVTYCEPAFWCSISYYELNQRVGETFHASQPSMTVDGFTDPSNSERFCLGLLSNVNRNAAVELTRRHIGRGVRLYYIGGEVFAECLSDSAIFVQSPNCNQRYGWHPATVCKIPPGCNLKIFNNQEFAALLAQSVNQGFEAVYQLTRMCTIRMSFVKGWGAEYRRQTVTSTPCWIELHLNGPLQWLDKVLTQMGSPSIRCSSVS
TNFa cytotox – HUVEC cytotoxicity counter-screen, TNF alpha stimulated; 93,000 tested, 0.17% active; HUVEC TNFalpha-stimulated, Hoechst cell count, imaging; cell count reduction, % at 2 µM;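 active = cell count reduction exceeding the screen mean by over 5 SD, scaled to untreated wells per plate, cut at about 78% in these data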;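 note: cells counted after 24 h of TNF alpha exposure following the 1 h pretreatment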
hDAT+cocaine – human DAT dopamine uptake with cocaine, either direction | 110,000 tested, 1.3% active | Q01959 | B-score at 10 µM | LLC-PK1 hDAT cells, [14C]-dopamine uptake with cocaine IC80; actives deviate in either direction;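 active = Z score or B-score, a plate-position-corrected score, falls beyond the plate's 99.7% confidence bounds, in either direction; inactive = both scores lie inside the 99.7% bounds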;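 note: scored against the spread of the other compound wells on the same plate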
Target sequence (Q01959 whole entry, looked up): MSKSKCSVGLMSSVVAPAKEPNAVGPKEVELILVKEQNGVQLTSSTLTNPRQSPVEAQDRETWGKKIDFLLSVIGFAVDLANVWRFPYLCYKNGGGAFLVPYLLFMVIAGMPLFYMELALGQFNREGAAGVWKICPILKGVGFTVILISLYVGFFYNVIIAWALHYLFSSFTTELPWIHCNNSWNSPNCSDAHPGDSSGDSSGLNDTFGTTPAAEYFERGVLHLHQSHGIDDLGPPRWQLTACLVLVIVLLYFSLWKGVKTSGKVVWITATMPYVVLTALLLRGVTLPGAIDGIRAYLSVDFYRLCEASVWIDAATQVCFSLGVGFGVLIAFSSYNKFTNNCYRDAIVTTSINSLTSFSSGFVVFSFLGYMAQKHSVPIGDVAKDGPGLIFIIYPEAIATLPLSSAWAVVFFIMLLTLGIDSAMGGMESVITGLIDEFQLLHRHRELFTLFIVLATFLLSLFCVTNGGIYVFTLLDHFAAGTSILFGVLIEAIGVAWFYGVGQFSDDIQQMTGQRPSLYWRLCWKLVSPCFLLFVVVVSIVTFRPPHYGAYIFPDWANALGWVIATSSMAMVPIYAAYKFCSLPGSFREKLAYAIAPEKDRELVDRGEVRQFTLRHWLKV
Candida biofilm – kills Candida albicans biofilms; C. albicans biofilm + clotrimazole, Alamar Blue; inhibition, % at 6 µM; 85,000 tested, 0.14% active; AID 834;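 active = inhibition above 20%; inactive = inhibition below 20%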;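 note: preformed 24 hr biofilms exposed to compound for 48 hr; 0% = biofilm without compound and 100% = blank killed by clotrimazole plus chlorhexidine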
F-actin modifier – modifiers of cytoskeleton assembly | HUVEC TNFa F-actin phalloidin imaging, high content | inhibition, % at 2 µM | 91,000 tested, 0.18% active;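 active = inhibition above the batch mean plus 3 SD and confirmed as a hit by visual image inspection, cut at about 30% in these data, passing the limit was not always enough; inconclusive = above the inhibition threshold but rejected on visual inspection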; note: strong numbers were not always called active
HUVEC tox IL1B – toxic to HUVEC cells under IL-1B stimulation; HUVEC cell count loss, Hoechst imaging, IL-1B stimulated; cell count reduction, % at 2 µM; 94,000 tested, 0.41% active; AID 845;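 active = cell count reduction more than 3 SD above the screen-wide mean, cut at about 70% in these data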;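 note: normalized per plate to untreated control cells as the no-loss baseline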
VCAM1 TNFa inh – reduces TNF alpha induced VCAM1 expression in HUVEC; AID 802; inhibition, % at 2 µM; HUVEC TNFa-induced VCAM-1 immunofluorescence, high-content imaging; 95,000 tested, 0.48% active;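 active = inhibition above the batch mean plus 3 SD, with images confirmed as a hit by eye, cut at about 37% in these data; inconclusive = inhibition above that limit but hit not confirmed in images; inactive = inhibition not above that limit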;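 note: 0% = TNF-stimulated DMSO wells and 100% = unstimulated control wells; not every result past the cut was called active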
PTPN22 inh 2 – LYP (human) phosphatase inhibition | Q9Y2R2 | recombinant LYP catalytic domain, DiFMUP fluorescence | inhibition, % at 2 µM | 96,000 tested, 0.21% active | AID 640;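 active = inhibition at 2 µM at or above a set limit, the screen mean plus 3 SD, cut at about 24% in these data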;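 note: 0% = DMSO with enzyme and 100% = enzyme fully blocked by orthovanadate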
MT1-MMP txn act – MT1-MMP promoter transcription activation; 86,000 tested, 0.16% active; HT1080 MT1-MMP promoter luciferase reporter, luminescence, overnight; active compounds read high; activation factor at 10 µM;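 active = activation factor of at least 2 for MT1-MMP transcription at 10 µM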
* marks the source's active call; other numbers are inactive results; ? = inconclusive; / = no result given; [ ] = remark or other dose.

Preview, three compounds:
SMILES	Smad3 FoxH1 inh	TNFa cytotox	hDAT+cocaine	Candida biofilm	F-actin modifier	HUVEC tox IL1B	VCAM1 TNFa inh	PTPN22 inh 2	MT1-MMP txn act
O=C(CSc1nc2ccccc2c(=O)n1CCC(=O)N1CCCCC1)NCc1ccccc1	6[fluorescence artefact?]	8	0.33	6	-18	-15	-8	3	1.1
O=C(Cc1ccccc1)NC(Nc1cccc2ccccc12)C(Cl)(Cl)Cl (stereo unspecified)	/	17	-1.1	/	-44	-63	6	2	/
CC(C)C(=O)NC(=S)Nc1ccccn1	/	4	0.27	/	6	-83	11	8	/

The listing, from the start:
SMILES	Smad3 FoxH1 inh	TNFa cytotox	hDAT+cocaine	Candida biofilm	F-actin modifier	HUVEC tox IL1B	VCAM1 TNFa inh	PTPN22 inh 2	MT1-MMP txn act
O=C(CSc1nc2ccccc2c(=O)n1CCC(=O)N1CCCCC1)NCc1ccccc1	6[fluorescence artefact?]	8	0.33	6	-18	-15	-8	3	1.1
O=C(Cc1ccccc1)NC(Nc1cccc2ccccc12)C(Cl)(Cl)Cl (stereo unspecified)	/	17	-1.1	/	-44	-63	6	2	/
CC(C)C(=O)NC(=S)Nc1ccccn1	/	4	0.27	/	6	-83	11	8	/
COc1ccc(C)cc1NC(=O)c1ccc(N(C)S(C)(=O)=O)cc1	1	20	-1.1	-3	4	16	-13	3	1.1
CCOc1cc(/C=N/n2cnnc2)ccc1O	/	-8	-0.081	/	8	-72	-1	-1	1.1
CN(CC(=O)N1CCN(c2ccccc2F)CC1)S(=O)(=O)c1cnc[nH]1	10	14	-0.63	1	/	1	1	-11	1.1
Cc1nn(Cc2ccccc2)c(C)c1NC(=O)c1cc(-c2cccs2)on1	6	0	0.34	0	/	8	-16	14	1
Cc1cccc(SCc2noc(C(=O)NC(C)C)c2C(=O)O)c1	/	-41	0.51	/	2	-11	13	8	/
CN(CC(=O)NC1CCCCC1)S(=O)(=O)c1cccc2cccnc12	4	-14	0.72	12	4	-5	13	-8	1.1
Cc1[nH][nH]c(=O)c1N=Nc1ccccc1	-5	-14	0.22	5	/	13	0	-12	1.2
Cc1cc2c(=O)n(Cc3ccco3)c(SCC(=O)c3ccc(Cl)s3)nc2s1	8	-12	0.41	6	-16	5	-8	2	1
C=CCn1c(SCC(=O)Nc2ccc3c(c2)OCCO3)nnc1-c1ccccn1	5	-2	-1.2	2	28	7	-3	7	1.2
COc1ccc(S(=O)(=O)N2CCC(C(=O)N3CCc4ccccc4C3)CC2)cc1C	11	-3	1.3	-2	4	22	31	3	1
Cc1c(Cl)cccc1NC(=O)CCCN1C(=O)CCC1=O	16	-2	/	3	-15	3	-13	-4	1
O=C1c2ccccc2C(=O)N1CC1c2ccccc2CCN1C(=O)N1CCOCC1 (stereo unspecified)	7	16	0.1	6	10	23	-1	11	1.1
CC1CCN(CCCn2c(=S)[nH]c3ccccc3c2=O)CC1	-22	-6	0.43	0	-5	-6	-7	-2	1
COc1ccc(CCNC(=O)Cn2c(=O)n(Cc3ccco3)c(=O)c3ccc(Cl)cc32)cc1OC	-15	/	-0.69	4	/	/	/	/	1.1
Cc1cc(C(=O)OCC(=O)c2cccc([N+](=O)[O-])c2)c2cccc(C)c2n1	/	-7	/	/	15	-25	18	-9	/
CCOCCCNC(=O)C(NC(=O)C1CCC(=O)N1)c1ccc(C)cc1 (stereo unspecified)	10	-25	-0.73	-2	2	-6	12	-1	1.2
NC(=O)NCc1ccc(Cl)cc1	/	-4	0.14	/	-18	-18	7	-14	/
CCC(C)NS(=O)(=O)c1ccc(S(=O)(=O)Nc2cc3c(cc2C(C)=O)OCO3)cc1 (stereo unspecified)	-2	-12	-0.071	3	8	-6	16	7	1.1
COc1ncnc(OC)c1NC(=O)c1ccc(F)cc1	7	27	0.68	8	10	5	13	5	1
C=CCn1c(=S)[nH]c2nc3c(cc2c1=O)CCCC3	11	-13	15*	10	4	-4	7	16	1.2
Oc1ccc(CNc2ccccc2O)cc1	4	-16	-0.46	1	/	-19	-7	2	1.5
CCCCNC(=O)C1CCN(S(=O)(=O)c2c(C)noc2/C=C\c2ccc(OC)cc2)CC1	-5	-10	-0.032	11	14	7	9	-4	/
O=C(CCN1C(=O)c2ccccc2C1=O)Nc1sc2c(c1C(=O)NCc1ccco1)CCCC2	4	8	1.3	7	-4	7	15	-12	1.2
O=C(CN(C(=O)CSc1nc2ccccc2o1)c1cccc(F)c1)NC1CCCCC1	/	0	-0.34	/	4	-12	-3	12	/
CC1CCCC(C)N1C(=O)Cn1c(SCC(=O)Nc2ccc3c(c2)OCO3)nc2ccccc21 (stereo unspecified)	5	-5	-0.038	10	-11	-21	-4	-5	1.1
CCCn1c(/N=C/c2cc(OC)ccc2O)nc2ccccc21	-5	6	0.22	0	-87	-2	-14	-2	1
COC(=O)C1=C(C)N=C2SCCC(=O)N2C1c1cc(Br)ccc1OC (stereo unspecified)	-20	-22	1.1	1	11	2	14	3	1.2
N#CC(C(=O)NC1CC1)c1nc2ccccc2nc1N1CCN(C/C=C/c2ccccc2)CC1 (stereo unspecified)	8[fluorescence artefact?]	9	-0.65	3	-31	2	6	13	0.9
COc1ccc(S(=O)(=O)NCCSCc2ccco2)cc1OC	4	-12	0.013	0	4	-1	-16	-7	/
Cc1nc2ccccc2c2oc(C(=O)N3CCc4ccccc4C3)cc12	1	-3	1.6	6	9	-14	-2	-1	1
CC1C(c2ccccc2)C(C#N)(C#N)C2(C#N)C(=O)NC1(N)C2C (stereo unspecified)	14[fluorescence artefact?]	9	-0.031	10	?	7	16	1	1.2
CC(C)[C@H](NC(=O)Nc1ccccc1F)C(=O)O	-9	-2	-1.6	-6	0	-20	8	9	1
CC(C)(C)c1ccc(OCc2nc(-c3ccccn3)no2)c(Br)c1	2	5	0.052	9	-4	-147	3	-10	0.9
COc1cccc(C(=O)Nc2ccc(C)cc2)c1	5	16	1.3	4	-5	12	-30	-6	0.8
N#Cc1nc(-c2ccccc2)oc1NCc1ccco1	-1	-16	-2.5	4	3	2	20	6	/
Cc1ccc(-n2c3c(c(=O)[nH]c2=S)C(C(F)(F)F)(C(F)(F)F)NC(=O)N3)cc1	7	-1	0.49	7	-23	-28	-12	-14	1.1
CCCC(=O)Nc1ccc2oc(-c3ccc(OC)c(Br)c3)nc2c1	-12	/	-0.013	-3	/	/	/	/	1.3
O=C(NC(=S)NCc1ccccc1)c1ccccc1F	/	27	-0.13	/	-1	-15	21	-1	/
Cc1ccc(C(=O)c2cn[nH]c2-c2cc(Cl)ccc2O)cc1	-6	-41	-0.99	-1	24	-6	10	-4	1.2
CCOC(=O)N1CCC2(CC1)C(C(=O)C13CC4CC(CC(C4)C1)C3)C2(C#N)C#N (stereo unspecified)	5	-22	0.071	7	12	-28	7	-8	1
COc1ccccc1S(=O)(=O)Nc1cccc(-c2nnc3n2CCCCC3)c1	-17	-12	-0.18	1	19	25	-5	0	1.1
COc1ccccc1CN(C)C(=O)c1ccc2c(c1)NC(=O)CS2	/	-11	1.3	/	-10	-16	10	1	/
COc1ccc(-n2c(C)cc(SC)c(C(C)=O)c2=S)cc1	/	-24	-0.5	/	4	-12	7	8	/
CCCn1nc2cc(C(=O)NCc3ccc(OC(F)(F)F)cc3)ccc2c1OCC	/	5	0.49	/	14	0	8	-4	/
O=c1[nH]nc(Cc2ccccc2)c2ccccc12	-9	-21	0.73	4	/	3	4	-1	1.2
CC(=O)c1c(N2CCOCC2)nc(=O)n(-c2ccccc2)c1C	-4	-12	0.42	4	/	-22	-5	11	1
Cc1cccc(NC(=S)N2CCN(Cc3ccc4c(c3)OCO4)CC2)c1C	/	-1	-0.22	/	0	-24	-9	2	/
O=C(CSc1nnc(CNC(=O)c2ccccc2F)o1)NCCc1ccccc1	-5	5	-1.1	10	-12	-6	9	8	/
O=C(NC1CC2CCCC(C1)N2S(=O)(=O)c1ccccc1)C1CCCCC1 (stereo unspecified)	-10	28	0.58	-2	-3	-1	4	-19	1.3
CCN1C(=O)CSc2ccc(C(=O)NCCCN3CCOCC3)cc21	0	25	-0.19	10	50	-22	0	6	1.3
COc1ccc(N2C(=O)C3C4c5ccccc5C(C=Nc5ccc(C)cc5C)(c5ccccc54)C3C2=O)cc1 (stereo unspecified)	/	4	-0.61	/	-12	25	-9	5	/
COc1ccc(NC(=O)CN2CCN(C(=O)c3ccco3)CC2)c(OC)c1	3	-20	1.1	4	12	-7	18	-2	1.1
Cc1ccc(C(=O)NCc2occc2C(=O)O)o1	/	6	-0.028	/	-12	-23	-5	-7	1.4
CC1=C(C#N)C(Nc2cc(C)ccn2)(C(F)(F)F)C(=O)N1 (stereo unspecified)	4	6	0.36	6	-7	-12	2	4	1.2
O=C(NCC(c1cccnc1)N1CCN(c2ccccc2F)CC1)c1ccccc1 (stereo unspecified)	2	/	0.16	7	/	/	/	/	1.1
O=C(NCc1ccc2c(c1)OCO2)c1ccc(N2C(=O)C3CCCCC3C2=O)cc1 (stereo unspecified)	-8	4	-0.014	6	4	-1	-1	-1	1.1
O=c1c2cc(Br)cc(Br)c2oc2nc3n(c(=O)c12)CCCS3	11	-28	/	7	2	-24	29	-3	1
The list continues.
SMILES	Smad3 FoxH1 inh	TNFa cytotox	hDAT+cocaine	Candida biofilm	F-actin modifier	HUVEC tox IL1B	VCAM1 TNFa inh	PTPN22 inh 2	MT1-MMP txn act
Cc1sc(NC(=O)CN2CCOCC2)c(C(=O)c2ccccc2)c1C	/	-16	1.1	/	14	-1	-1	-14	/
CC(=O)Nc1ccc(S(=O)(=O)n2cnc3cc(C)c(C)cc32)cc1	-7	-9	/	0	53	12	9	3	1.1
CCOC(=O)c1ccc(NC(=O)CSc2nnc(Cc3cccs3)n2C)cc1	2	/	0.2	/	/	-10	/	10	1.2
CCCOP(=O)(c1ccc(N(C)C)cc1)C(O)c1cccnc1 (stereo unspecified)	3	-8	-0.15	3	7	-15	11	7	1.3
CCOc1ccc(N(CC(=O)Nc2nccs2)S(=O)(=O)c2c(C)noc2C)cc1	-13	-2	-1.2	3	7	-7	5	-5	1
Cn1c(=O)c2c(nc(CN3CCC(C(N)=O)CC3)n2Cc2c(F)cccc2Cl)n(C)c1=O	-1	9	-0.31	-1	-9	8	-3	-1	1.1
CCOC(=O)C1=C(C)NC(C)=C(C(=O)OC)C1c1cccc([N+](=O)[O-])c1 (stereo unspecified)	-11	/	1.5	13	/	/	/	/	1
COc1ccc(NC(=O)C(CCS(C)(=O)=O)NC(C)=O)cc1 (stereo unspecified)	8	-36	-1.4	8	20	-28	-48	-10	1.2
COc1ccccc1OC(C)C(=O)O (stereo unspecified)	/	-19	0.011	/	-7	1	8	-3	/
COC(=O)c1cc(OC)c(OC)cc1NC(=O)CSc1ccc(C)cc1	/	/	0.047	/	16	26	-25	-1	/
O=C(CSc1nn(-c2ccccc2)c(=S)s1)Nn1cnnc1	-8	/	0.19	12	/	/	/	/	1.1
COCCCNC(=O)c1c(-c2ccccc2)noc1C	1	-3	-1.3	5	11	12	-20	-3	0.9
O=C(NC(c1ccccc1)c1ccccc1)c1ccc(Br)o1	8	-8	0.43	1	3	-6	4	6	1.1
CC(C)CN(C(=O)CSc1nnc2ccccn12)c1c(N)n(CC(C)C)c(=O)[nH]c1=O	2[fluorescence artefact?]	-15	-0.23	6	/	-17	-1	-30	1.1
Cc1[nH]nc2c1C(c1ccccc1F)NC2=O (stereo unspecified)	3	-25	0.48	-4	7	-22	9	2	1.2
CCOC(=O)Cn1ncc2c(=O)oc3ccccc3c21	-5	-43	-0.18	1	18	-34	15	-6	1.1
CNC(=O)c1csc(-c2ccncc2)n1	/	-10	1.2	/	14	-11	-8	8	/

These rows are one share of the data; count on the stated rates, not on these rows.
